# Assay outcomes as filed in PubChem BioAssay.
# PKM2 activator: increases activity of human pyruvate kinase M2. Potency, µM (titrated, usually from 57.5 µM), without a hit: at the top dose activation, hits mostly activators. P14618. 260,000 compounds, 0.34% hits. purified PKM2, Kinase-Glo ATP luminescence, activation; response scale: 0% is enzyme alone, no compound; note: potency is the fitted concentration of half-maximal effect; nearly all actives have a fitted effect of over 55% in size
# Target sequence (P14618 whole entry, looked up): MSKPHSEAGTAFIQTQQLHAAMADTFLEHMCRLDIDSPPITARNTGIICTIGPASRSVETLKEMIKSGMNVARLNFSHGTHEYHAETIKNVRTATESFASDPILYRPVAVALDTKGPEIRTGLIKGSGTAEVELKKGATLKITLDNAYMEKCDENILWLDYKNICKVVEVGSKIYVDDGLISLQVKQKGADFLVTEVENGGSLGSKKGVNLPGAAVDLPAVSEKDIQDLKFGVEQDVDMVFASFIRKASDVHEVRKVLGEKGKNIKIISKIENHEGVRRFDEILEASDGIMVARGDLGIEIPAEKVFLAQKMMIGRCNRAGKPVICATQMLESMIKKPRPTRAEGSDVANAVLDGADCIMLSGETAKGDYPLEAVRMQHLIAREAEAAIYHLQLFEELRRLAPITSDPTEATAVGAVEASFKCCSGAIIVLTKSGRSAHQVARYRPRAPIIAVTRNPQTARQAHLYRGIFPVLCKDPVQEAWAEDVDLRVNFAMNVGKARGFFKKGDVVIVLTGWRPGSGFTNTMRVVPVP
#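 Kinase-Glo luminescence reports ATP generated from ADP (0.1 mM) and PEP (0.5 mM) by purified hPK-M2 after 1 h at room temperature, pH 7.2 imidazole buffer; intermediate enzyme activity allows detecting inhibitors and activators.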
# hERG WT inh: KCNH2 (human, wildtype) channel inhibition | 340,000 compounds, 0.37% hits | AID 720551 | activity change, % at 1.84 µM | U2OS, BacMam KCNH2, thallium flux FluxOr; active compounds read low;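 active = maximum activity change below -70%; inconclusive = maximum activity change between -70% and -50%; inactive = maximum activity change above -50%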
#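 U2OS cells transduced with wild-type KCNH2 virus are loaded with FluxOr dye for 45 min, and thallium flux is measured in kinetic reads before and after stimulation buffer. Rate constants are normalized to DMSO controls.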
# B2AR arrestin: agonists driving beta-arrestin recruitment to human beta2-adrenergic receptor; Potency, µM (titrated, usually from 46.1 µM), for inactives: top-dose activation, usual class: activators; 330,000 compounds, 0.02% hits; beta-arrestin recruitment to beta2AR, cell-based reporter; P07550;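 note: potency is the fitted concentration of half-maximal effect; 0% = DMSO controls and full agonism = EC100 isoproterenol or metaproterenol; nearly all actives have a fitted effect of over 65% in size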
# Eya2 inh: blocks the phosphatase activity of human Eya2. recombinant Eya2, OMFP fluorescence dephosphorylation (OMFP is methylfluorescein phosphate). 330,000 compounds, 0.006% hits. Potency, µM (highest dose often 76.9 µM), for the others: at the highest dose activity, negative = inhibition, usual class: inhibitors. AID 488837; note: potency is the fitted concentration of half-maximal effect
# Target sequence (O00167 whole entry, looked up): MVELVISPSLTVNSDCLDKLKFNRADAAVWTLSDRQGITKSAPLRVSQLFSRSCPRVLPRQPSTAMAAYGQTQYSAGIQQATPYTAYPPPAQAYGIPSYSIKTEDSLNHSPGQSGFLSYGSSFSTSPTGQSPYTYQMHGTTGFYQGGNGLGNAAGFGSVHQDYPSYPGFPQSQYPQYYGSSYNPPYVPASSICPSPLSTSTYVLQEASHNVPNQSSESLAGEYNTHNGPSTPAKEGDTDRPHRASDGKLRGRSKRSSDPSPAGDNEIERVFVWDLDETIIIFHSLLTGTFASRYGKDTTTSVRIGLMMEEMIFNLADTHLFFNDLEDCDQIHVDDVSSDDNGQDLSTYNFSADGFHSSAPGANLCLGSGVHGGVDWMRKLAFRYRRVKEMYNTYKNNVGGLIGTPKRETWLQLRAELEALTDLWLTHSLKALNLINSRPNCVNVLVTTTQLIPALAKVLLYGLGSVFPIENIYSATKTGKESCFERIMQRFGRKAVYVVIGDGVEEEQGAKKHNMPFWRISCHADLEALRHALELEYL
#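 Eya2 (0.2 uM) preincubated 10 min at ambient with compound, then OMFP substrate added at 50 uM; 10 min reaction in 50 mM HEPES pH 7.5, 50 mM NaCl, 5 uM MgCl2, 0.05% BSA, 1 mM DTT. Fluorescence read at Ex 485/Em 525 nm.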
# Giardia killer: Giardia lamblia killing. Giardia lamblia trophozoite viability. activity change, % at 7.66 µM, hits read low. 340,000 compounds, 0.15% hits. AID 540267; in the data active = activity change below about -80%; inconclusive = between about -30% and that limit;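 note: parasites exposed to compound for two days anaerobically before the ATP read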
#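 Each well holds 100 Giardia trophozoites and compound. After two days (48 hrs) at 37 deg C in anaerobic conditions, ATP is quantified by luminescence.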
# GALK inh: blocks human galactokinase activity; Purified GALK, Kinase-Glo residual ATP luminescence; P51570; 270,000 compounds, 0.007% hits; Potency, µM (titrated, usually from 57.5 µM), for the others: top-dose activity change, negative = inhibition, hits mostly inhibitors; AID 1868; note: potency is the fitted concentration of half-maximal effect
#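 Luminescence from leftover ATP (Ultra-Glo luciferase/luciferin) served as read-out after a 1 h room-temperature reaction of 5 nM GALK with 35 uM ATP and 100 uM galactose.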
# Chronic BCR inh: inhibitors of chronic active B-cell receptor signaling. AID 493014. ABC-DLBCL IkBa-CBG/CBR reporter, luminescence ratio, 4 h. 340,000 compounds, 0.05% hits. Potency, µM (titrated, usually from 46.1 µM), inactives show at the top dose ratio change, negative = lower green/red ratio, actives largely listed as inhibitors; active = well fitted inhibition curve with a large enough effect in the signal ratio, with a control signal flat, not every such curve was filed as active; inconclusive = small, poorly fitted or top-dose-only effect, or effect the other way, or a change in a side signal; the % refers to the signal ratio;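 note: potency is the fitted concentration of half-maximal effect; plate controls were basal doxycycline-induced cells for no effect and cells given 10 µM MG132 for full effect; MG132 reads +100%, hits lower the ratio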
#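 Cell line TMD8 (human ABC DLBCL), stably expressing tet-inducible CBG68-IkBa fusion and CBR; IMDM/0.5% FBS; cpd up to 46 uM; dox induction, 4 h, 37C/5% CO2; dual luminescence; green/red ratio; MG132 control.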
# Coupling enz: counter-screen for Giardia aldolase inhibitors: coupling enzyme system; coupling enzyme system counterscreen, AmpLite Red fluorescence; activity change, negative = inhibition, % at 58.2 µM, hits read low; 290,000 compounds, 0.67% hits; AID 2472; in the data active = activity change below about -30%
#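 Counterscreen lacking aldolase: glyceraldehyde-3-phosphate coupling-enzyme reagent preincubated 10 min at RT with compound (at 57.5 uM final), then substrate/coupling system with AmpLite Red added; fluorescence read at 525/598 nm after 20 min RT.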
# uPA surface inh: blocks generation of uPA at the cell surface; cell surface uPA generation assay, qHTS; 330,000 compounds, 0.31% hits; Potency, µM (series often up to 38.3 µM), for inactives: at the top dose activity change, negative = inhibition, actives largely listed as inhibitors; AID 540303; active = well fitted inhibition curve with a large enough effect; inconclusive = small, poorly fitted or top-dose-only effect; inactive = no such curve, though single readings can be large or run the other way; tested in mouse RAW 264.7 cells; note: potency is the fitted concentration of half-maximal effect; nearly all actives have a fitted effect of over 55% in size
# KCNH2 3.1 block: blocks the human KCNH2 3.1 channel isoform; U2OS KCNH2 3.1, thallium flux FluxOr; active compounds read low; activity change, % (tested at about 1.8 µM); AID 720553; 340,000 compounds, 0.95% hits;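 active = maximum activity change below -70%; inconclusive = maximum activity change from -70% to -50%; inactive = maximum activity change above -50%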;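 note: thallium influx rate constant from kinetic fluorescence after stimulation buffer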
#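 U2OS cells transduced with KCNH2 3.1 mutant virus (1.77 x 10^8 /mL, 4 h), plated overnight at 37 C, loaded 45 min with FluxOr dye plus Red40 quencher. Thallium flux rate constant from kinetic reads after stimulation buffer, normalised to controls.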
# USP2a inh: inhibitors of human ubiquitin-specific protease USP2a | O75604 | USP2 core, Ub-CHOP2 coupled fluorogenic reporter, 485/531 | Potency, µM (series often up to 38.3 µM), for the others: at the top dose activity change, negative = inhibition, hits mostly inhibitors | 330,000 compounds, 0.01% hits;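 note: potency is the fitted concentration of half-maximal effect; plate controls were DMSO wells for no effect and full inhibition by NEM control for full effect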
#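 USP2 core (10nM final) preincubated 30min RT with compound in 20mM Tris-HCl pH 8.0, 2mM CaCl2, 2mM beta-mercaptoethanol, 0.05% CHAPS; 25nM Ub-CHOP2 plus 25nM reporter substrate added, fluorescence (Ex485/Em531) read after 60min.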
# * marks the source's active call; other numbers are inactive results; ? = inconclusive; nt = not tested or not shown; & = joins results of further samples; [ ] = remark or other dose. Unless noted, calls come from the whole dose curve; as a rule, active = well fitted curve in the direction sought with a large enough effect; inconclusive = small, poorly fitted or top-dose-only effect, or another doubt; inactive = no such curve, though single readings can be large; an effect the other way counts as inactive or inconclusive. Unless noted, % is set by controls: 0 for no effect and ±100 for the full control effect.
# Value order – PKM2 activator	hERG WT inh	B2AR arrestin	Eya2 inh	Giardia killer	GALK inh	Chronic BCR inh	Coupling enz	uPA surface inh	KCNH2 3.1 block	USP2a inh
1. CC[C@@]1(C(=O)OC)N[C@H](CN(C)S(=O)(=O)c2ccc(OC(F)(F)F)cc2)[C@@H]2C(=O)N(C)C(=O)[C@@H]21
  nt	19	-0.4%	-8%	19	nt	0%	nt	7%	0	3%
2. CCCN1CCC2(CC1)C(C#N)=C(N)Oc1c2sc2nc(C)cc(C)c12
  -3%	-2	-0.3%	39%	12	0%	?	1	-8%	?	6%
3. COc1ccc(C2C3=C(CC(c4ccco4)CC3=O)Nc3ccccc3N2C(C)=O)cc1 (stereo unspecified)
  0%	-1	0.1%	-2%	6	0%	5%	1	10%	-2	-1%
4. O=C(Nc1nnc(Cc2ccccc2)s1)Nc1ccccc1F
  -2%[11.5 µM]	-6	-0.5%	10%	21	-1%	?	2	-7%	18	4%
5. COc1ccc(C(=O)N/N=C(\C)CC(=O)Nc2cccc(C(F)(F)F)c2)cc1
  5%	1	-0.5%	10%	-11	-3%	?	-6	3%	-1	0%
6. Cc1cccnc1CN1CCN(Cc2nc(C(c3ccccc3)c3ccccc3)no2)CC1
  1%	-3	0.1%	-6%	-2	-1%	10%	1	1%	-30	-1%
7. C=C(C)CSc1nc2c(c(=O)[nH]c(=O)n2C)n1CCC(C)C
  0%	11	0.3%	-6%	-1	2%	?	3	-16%	-4	4%
8. Clc1ccccc1-c1nc(-c2ccncc2)no1
  -1%	5&-7	-0.4%&-0.3%	-4%&2%	-4&32	4%&0%	?	5&2	-1%&-8%	-5&16	0%&3%
9. COc1c(C)cc(C(=O)C2CCCN(C(=O)c3snnc3C)C2)cc1C (stereo unspecified)
  1%	8	-0.6%	0%	-12	2%	-19%	4	-2%	24	2%
10. COc1cc(C)cc2oc(=O)c(CC(=O)N3CCN(C(=O)C4COc5ccccc5O4)CC3)c(C)c12 (stereo unspecified)
  -20%	2	0.3%	-4%	21	-3%	2%	-1	3%	-12	1%
11. CCCS(=O)(=O)N1CCCC(C(=O)N2CCN(C(=O)OCC)CC2)C1 (stereo unspecified)
  -2%	2	-0.2%	0%	3	-1%	0%	8	-2%	9	-3%
12. O=C(Nc1ccccc1Br)C1CC(=O)N(c2ccc3c4c(cccc24)CC3)C1 (stereo unspecified)
  -8%	-10	-0.4%	3%	22	1%	1%	0	-14%	-40	-2%
13. Cc1cc2cc(CCNC(=O)c3ccc(S(=O)(=O)N4CCOCC4)cc3)c(=O)[nH]c2cc1C
  -22%	5	-0.5%	-13%	-2	3%	-11%	-5	-5%	-17	0%
14. O=C(COC(=O)c1ccccc1)Nc1ccccc1N1CCOCC1
  -7%	-3	0.2%	-2%	-11	-5%	1%	-1	4%	-7	0%
15. Fc1ccc(-c2nnc(CSc3nnc(-c4cccs4)o3)o2)cc1
  2%	-5	0.4%	11%	?	2%	11%	0	3%	-4	0%
16. CCCCOc1ccc(C2(C)CC(=O)NC2=O)cc1 (stereo unspecified)
  4%	-16	0.0%	-5%	0	0%	6%	-1	-4%	4	4%
17. Cc1ccc(NC(=O)CN2C(=O)CSc3ccc(S(=O)(=O)N4CCCCC4)cc32)cc1
  nt	14	-0.6%	8%	26	9%	-1%	2	2%	-8	-11%
18. CC1=NN2C(=N)/C(=C\c3cc(C)n(-c4cccc(C)c4)c3C)C(=O)N=C2S1
  -1%	0	-0.7%	-18%	5	-2%	-2%	14	6%	17	-2%
19. N#Cc1cccc(NC(=O)CSc2nnc(C3CC3)n2C2CC2)c1
  nt	-3	0.1%	5%	4	nt	12%	nt	23%	7	3%
20. N#C/C(=C\c1ccc(OCc2ccc(Cl)cc2)cc1)C(=O)Nc1cccc(C(=O)O)c1
  -2%	-6	-0.6%	-7%	-10	5%	nt	5	0%	-11	2%
21. CC(=O)Cc1nsc(NC(=O)c2ccc(-c3ccc(Cl)c(C(F)(F)F)c3)o2)n1
  -4%	-2	0.1%	-3%	-19	6%	9%	3	8%	-6	4%
22. O=C1NC(=O)c2cc(NC(=O)C3CCCO3)ccc21 (stereo unspecified)
  -3%	2	0.1%	4%	6	-4%	nt	0	nt	-9	2%
23. CCN(CC)c1ccc(NC(=O)c2nc3nc(C)cc(C(F)F)n3n2)cc1
  -1%	2	-0.6%	-24%	-7	1%	3%	-18	5%	-3	-2%
24. COc1ccc(C(=O)N/N=C(\C)CC(=O)Nc2ccc(N(C)C)cc2)c(OC)c1
  -1%	18	-5.1%	-16%	-4	0%	-5%	0	-4%	8	-1%
25. CC1=CC(C)(C)n2c(O)c(N=NC(N)=S)c3cc(C)cc1c32
  -1%	0	-0.5%	1%	26	-1%	0%	0	?	3	3%
26. C=CCn1cc(/C=N/N2C(=O)C3C4C=CC(C4)C3C2=O)c2ccccc21 (stereo unspecified)
  -1%	nt	-0.2%	1%	-13	-2%	0%	-6	-3%	-12	3%
27. COc1ccc(C(=O)CC(c2ccccc2)C2C(=O)CCCC2=O)cc1 (stereo unspecified)
  -4%	-20	0.2%	23%	-20	-1%	19%	2	-7%	5	0%
28. CCc1noc(C)c1C(=O)Nc1nc2ccc(S(C)(=O)=O)cc2s1
  nt	0	-0.3%	-2%	1	nt	?	nt	-7%	26	1%
29. CC(=O)Nc1ccc(S(=O)(=O)N2CCC(N3CCCCC3)CC2)cc1
  0%	-2	-0.1%	3%	40[activator]	0%	2%	0	-1%	5	0%
30. C[C@H](CO)N1C[C@H](C)[C@@H](CN(C)CC2CCCCC2)Oc2ccc(NC(=O)CCN3CCOCC3)cc2C1=O
  nt	-5	-0.1%	-10%	-10	nt	4%	nt	-10%	12	-1%
31. COc1ccc(/C=C2\SC(=S)N(CCCC(=O)Nc3ccc(C(=O)O)cc3)C2=O)cc1OC
  -1%	3	0.2%	-5%	-5	2%	?	2	0%	28	10%
32. Fc1ccc(CSc2ccc(-c3cccs3)nn2)cc1
  -1%	0	-0.3%	-4%	5	3%	?	0	4%	-1	2%
33. Cc1cc(C(=O)COC(=O)CCc2nc3ccccc3s2)c(C)n1C
  0%	4	0.0%	5%	-5	0%	?	2	-1%	15	0%
34. CC(C)CN1CCN(Cc2ccc(CN3CCCCC3)s2)CC1CCO (stereo unspecified)
  5%	-11	0.4%	4%	-7	-2%	2%	-3	11%	nt	4%
35. NS(=O)(=O)c1ccc(O)c(N2C(=O)c3cccc4c(C(=O)c5ccccc5)ccc(c34)C2=O)c1
  -3%	nt	0.1%	7%	nt	1%	-12%	-2	nt	nt	1%
36. CC(C)CN(C(=O)c1cccc(Cl)c1)c1c(N)n(CC(C)C)c(=O)[nH]c1=O
  5%	-2	0.4%	1%	26	-2%	-7%	1	0%	5	0%
37. O=C(NCc1ccco1)c1ccc(CS(=O)Cc2cccc(Cl)c2)o1 (stereo unspecified)
  nt	4	-0.2%	-16%	-12	3%	2%	0	-5%	-6	-2%
38. COC(=O)Cc1c(C)c2ccc(OCC(=O)N(C)C)cc2oc1=O
  -4%	-8	0.5%	7%	-9	0%	?	0	1%	-1	6%
39. CN(C)c1ccc(CNc2ncn[nH]2)cc1
  -3%	12	-0.8%	4%	-4	1%	3%	1	-26%	10	3%
40. COC(=O)c1cc(NC(=O)CSc2ncn[nH]2)ccc1Cl
  3%	7	-0.1%	16%	-1	5%	?	1	3%	24	-1%
41. O=C(NCc1ccco1)C1CC(c2ccc(Cl)cc2)=NO1 (stereo unspecified)
  -5%	3	-0.8%	-7%	-7	6%	?	-3	5%	39	-1%
42. O=C(CSc1ncnc2c1oc1ccccc12)Nc1nccs1
  -3%	3	-0.8%	1%	-11	1%	-4%	2	-9%	-2	-4%
43. CCc1ccc(-c2cc(C)no2)cc1S(=O)(=O)Nc1cccc(CN2CCCC2)c1
  nt	-2	-0.2%	-18%	2	2%	-1%	0	-20%	4	-1%
44. CC1CC(C)CN(C(=O)CSc2ncnc3sccc23)C1 (stereo unspecified)
  nt	2	0.0%	-8%	-4	nt	-2%	nt	-2%	8	0%
45. Cc1ccc2ncccc2c1
  nt	2	0.2%	6%	-5	nt	0%	nt	2%	8	1%
46. CC(NC(=O)CCc1ccc(S(=O)(=O)NC2CCCCC2)cc1)c1ccccc1 (stereo unspecified)
  4%	-7	0.2%	0%	-2	-2%	2%	2	2%	-3	0%
47. COc1ccc(S(=O)(=O)N2CCC(C(=O)NC3CC3)CC2)cc1OC
  0%	0	-1.3%	0%	24	-2%	0%	2	-3%	-3	2%
